STAT3 blocker – IL-6 driven STAT3 reporter inhibitors, primary screen, U3A cells, luciferase, luminescence, MLSCN library; IL-6 STAT3-luciferase reporter; host cell line lacks STAT1; inhibition, % at 5.5 µM; hit rate 0.89% among 190,000; AID 862, 2007;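 active = inhibition above the mean inhibition across all screened compounds plus 3 SD, cut at about 44% in these data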;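 note: 0% = DMSO only wells and 100% = 100 µM nifuroxazide control wells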
STAT3 activator – IL-6 driven STAT3 reporter potentiators, primary screen, U3A cells, luciferase, luminescence, MLSCN library. IL-6 STAT3-luciferase reporter; 100% = signal with IL-6 EC80 alone. activation (% of control), % at 5.6 µM. hit rate 0.91% among 190,000;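 active = activation above the screen-wide mean of compound activation plus 3 SD, cut at about 130% in these data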;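 note: 0% = background luminescence of wells with medium and substrate only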
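Material: human STAT1-deficient U3A cells with stable STAT3-luciferase reporter / Probe or stimulus: IL-6 stimulus at 33 ng/mL final / Schedule: 1 h compound pre-exposure, 6 h IL-6 stimulation, 37 °C / Technique: luminescence / Read-out basis: percent of IL-6-only median luminescence / Control set: IL-6-only high control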
bIAP inh – bovine intestinal alkaline phosphatase inhibitors, primary screen, selectivity assay for TNAP inhibitor project, biochemical, bovine IAP, CDP-star luminescence; AID 1019, 2008; 190,000 tested, under 10 active; purified bovine IAP, 30 min; inhibition, % at 20 µM; alkaline phosphatase, intestinal [Bos taurus];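 active = over 50% inhibition of intestinal alkaline phosphatase at 20 µM in the single-dose screen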
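Assay system: bovine IAP enzyme; medium: DEA buffer 100 mM, pH 9.8, with MgCl2 1.0 mM, ZnCl2 0.02 mM; doses: 20 µM single dose; incubation: enzyme reaction for 30 min at room temperature; detection: CDP-star luminescence signal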
STAT1 inh – STAT1 signaling inhibitors, primary screen, cell-based, HTS, luciferase reporter | AID 920, 2007 | inhibition, % at 5.5 µM | hit rate 0.35% among 200,000 | NIH 3T3 STAT1-luciferase reporter, IFN-gamma, luminescence;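 active = inhibition above a set limit, the mean inhibition across all tested compounds plus 3 SD, cut at about 34% in these data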;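 note: 0% = IFN-gamma with DMSO and 100% = IFN-gamma with 300 µM nifuroxazide; values of inactives mirror those of a sister screen read the other way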
PPARg SRC2 recr – agonists of PPARg-SRC-2 recruitment, primary screen, biochemical, HTS. Peroxisome proliferator-activated receptor gamma (Homo sapiens), P37231. PPARgamma LBD-SRC-2 recruitment. activation, % at 8 µM. hit rate 0.34% among 200,000; in the data active = activation above about 22%;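 note: 0% = vehicle and 100% = reference agonist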
PPARg SRC-3 ag – PPARgamma agonists recruiting SRC-3 coactivator, primary screen, biochemical; AID 731, 2007; activation, % at 8 µM; hit rate 0.26% among 200,000; biochemical PPARgamma/SRC-3 coactivator recruitment assay; Peroxisome proliferator-activated receptor gamma (Homo sapiens), P37231; in the data active = activation above about 23%;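 note: 0% = DMSO and 100% = reference agonist; some compounds past the cut are filed as inactive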
PPARg SRC-1 ag – PPARgamma agonists recruiting SRC-1 coactivator, primary screen, biochemical | hit rate 0.41% among 200,000 | activation, % at 8 µM | PPARgamma-SRC-1 coactivator recruitment biochemical assay | Peroxisome proliferator-activated receptor gamma (Homo sapiens), P37231; in the data active = activation above about 19%;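 note: 0% = DMSO and 100% = reference agonist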
SRC2 TRFRET art – TR-FRET signal artefacts, primary screen, artefact control for PPARgamma SRC-2 agonist project, biochemical. TR-FRET artefact counter-screen; hits give high values. TR-FRET ratio at 8 µM. hit rate 0.4% among 200,000; in the data active = TR-FRET ratio above about 2000; note: inactives centre near 1500
TNAP act hi DEA – TNAP activators at high phosphate acceptor level, primary screen, biochemical, luminescence, uHTS; activation factor at 20 µM; Alkaline phosphatase, tissue-nonspecific isozyme (Homo sapiens), P05186; 200,000 tested, under 10 active; purified TNAP, CDP-star luminescence, 1 M DEA, 30 min; hits give high values; 0 = EDTA background, 1 = DMSO-only activity; AID 1136, 2008;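 active = activation factor at least 2 at 20 µM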
Target sequence (P05186 whole entry, looked up): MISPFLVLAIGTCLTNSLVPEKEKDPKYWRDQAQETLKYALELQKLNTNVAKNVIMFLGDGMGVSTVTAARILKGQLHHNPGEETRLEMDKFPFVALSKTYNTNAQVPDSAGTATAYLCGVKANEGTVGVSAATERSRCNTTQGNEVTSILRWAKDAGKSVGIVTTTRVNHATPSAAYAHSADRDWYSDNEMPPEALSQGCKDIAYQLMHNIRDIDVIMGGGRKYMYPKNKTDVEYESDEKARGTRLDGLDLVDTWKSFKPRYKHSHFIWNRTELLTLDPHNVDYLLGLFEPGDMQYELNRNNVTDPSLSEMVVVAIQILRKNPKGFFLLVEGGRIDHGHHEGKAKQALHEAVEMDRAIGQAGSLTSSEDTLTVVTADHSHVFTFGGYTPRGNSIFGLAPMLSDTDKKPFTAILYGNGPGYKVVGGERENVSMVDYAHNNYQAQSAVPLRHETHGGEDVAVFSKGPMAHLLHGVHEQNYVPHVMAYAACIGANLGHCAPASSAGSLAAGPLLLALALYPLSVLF
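system = human TNAP | amount = enzyme diluted 1/800 final | reagent = 100 µM CDP-star substrate | signal = luminescent substrate turnover signal | dosing = one dose, 20 µM | benchmarks = EDTA negative control, DMSO positive control | measure = activation factor | timing = 30 min reaction, room temperature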
bIAP activator – bovine intestinal alkaline phosphatase activators, primary screen, biochemical, bovine IAP, CDP-star luminescence; hit rate 0.17% among 200,000; activation factor at 20 µM; purified bovine IAP, 30 min; hits give high values; fold of DMSO-control signal, blank-subtracted; alkaline phosphatase, intestinal [Bos taurus];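 active = activation factor of 2 or more at 20 µM, a signal rise over negative controls twice the positive control's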
ROMK mod – ROMK potassium channel modulators, primary screen, cell-based, thallium flux, MLSMR library; B-score at 10 µM; AID 1918, 2009; Tet-inducible ROMK, thallium flux fluorescence; actives lie on both sides; ATP-sensitive inward rectifier potassium channel 1 (Homo sapiens), P48048; hit rate 2% among 130,000;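 active = signal ratio slope over the read window, or its plate-corrected B-score, at least 3 SD from the plate mean, either direction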;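 note: B-score of the F/F0 ratio slope over 7 to 12 s after thallium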
Target sequence (P48048 whole entry, looked up): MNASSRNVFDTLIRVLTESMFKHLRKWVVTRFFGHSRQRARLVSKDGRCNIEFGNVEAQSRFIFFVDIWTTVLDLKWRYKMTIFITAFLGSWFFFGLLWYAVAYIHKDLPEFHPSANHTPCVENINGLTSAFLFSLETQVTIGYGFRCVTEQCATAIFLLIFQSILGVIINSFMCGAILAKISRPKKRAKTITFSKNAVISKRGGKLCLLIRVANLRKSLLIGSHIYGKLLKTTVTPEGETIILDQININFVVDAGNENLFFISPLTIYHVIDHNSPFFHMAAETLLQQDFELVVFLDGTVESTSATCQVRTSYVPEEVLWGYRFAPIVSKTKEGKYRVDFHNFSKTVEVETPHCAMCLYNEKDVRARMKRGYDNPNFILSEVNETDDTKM
* marks the source's active call; other numbers are inactive results; . = not tested or not shown.

No.	SMILES	TNAP act hi DEA	PPARg SRC-1 ag	bIAP activator	bIAP inh	STAT3 activator	PPARg SRC2 recr	STAT1 inh	PPARg SRC-3 ag	STAT3 blocker	SRC2 TRFRET art	ROMK mod
1	COc1ccc(NC(C)C(=O)Nc2cc(C(F)(F)F)ccc2N2CCOCC2)c(OC)c1 (centres undefined)	1	-1	1	-1	112	-4	2	-3	-12	1449	.
2	CC(=O)/C(=N\Nc1cccc(Cl)c1)Sc1cccc2cccnc12	1	8	0.9	6	122	3	11	0	-30	1620	-0.72
3	CCOC(=O)c1c(NC(=O)c2cccs2)sc(C(=O)N(C)C)c1C	1	1	0.9	14	91	0	11	-8	16	1385	-0.044
4	C/C(N)=C(/C#N)C(=O)COC(=O)c1cc(-c2ccccc2)nc2ccc(Br)cc12	1	-2	1	-3	100	-8	-2	-3	6	1540	-0.73
5	CCCCCn1c(CNC(C)=O)nc2ccccc21	1	-7	1	3	110	-6	-3	-4	-7	1516	-0.36
6	CCN(CCCn1c(SCC#N)nc2ccccc2c1=O)c1ccccc1	1	5	0.9	14	109	-2	6	-9	-8	1659	-1.9
7	Clc1nc(CN2CCOCC2)nc2sc3c(c12)CCC3	1	7	1	0	96	1	-5	4	12	1496	1.2
8	CC1CCc2c(sc(NC(=O)C3CCCO3)c2C#N)C1 (centres undefined)	1	0	1	-2	108	-1	-58	2	-8	1529	-0.45
9	Cc1nc(C)c(-c2ccccc2)c(=O)[nH]1	1	4	0.9	12	104	-3	2	3	0	1523	0.66
10	COc1cc(C2C(C(=O)OC(C)C)=C(C)Nc3[nH]c(=O)[nH]c(=O)c32)ccc1O (centres undefined)	1.1	-1	1	2	103	6	2	-3	-1	1389	.
11	CC1CCCC(C)N1C(=O)c1cc(-c2cccs2)on1 (centres undefined)	1	-2	1	3	100	-1	-11	4	5	1775	-0.33
12	O=C(NCc1nnc(SCC(=O)N2CCCc3ccccc32)o1)c1ccco1	1	8	1	-5	97	5	-2	7	8	1648	0.35
13	Cc1ccc(NC2=NC3(CCCCC3)N=C(N)N2)c(C)c1	1.1	8	3.7*	-272	103	8	-1	11	-2	1369	.
14	O=C(C1CCC1)N1CCc2cc(S(=O)(=O)NC3CCCC3)ccc21	1	0	1	-4	95	1	3	-3	9	1468	-0.1
15	N=C1/C(=C/c2cccn2Cc2ccc(F)cc2)C(=O)N=C2SC=CN12	0.9	9	1.1	-10	96	2	0	0	14	1590	0.084
16	CC(C)CN1CCNC(=O)C1CC(=O)NCc1cnn(-c2cccc(F)c2)c1 (centres undefined)	1	7	1.3	-28	100	0	-13	3	6	1505	-0.31
17	Cc1ccc(C)c2[nH]c(=O)c(CN(Cc3ccco3)S(=O)(=O)c3ccc4c(c3)OCCO4)cc12	1	-1	0.9	8	93	6	-1	7	15	1733	-1.1
18	O=C(O)c1ccc(-c2ccccn2)s1	1.1	12	0.9	7	115	2	-19	10	-18	1772	-0.084
19	COc1ccc(C(=O)NC(C)c2nnc(SCc3ccc(Cl)c(Cl)c3)n2C)cc1 (centres undefined)	1	-3	1.1	-8	98	-2	6	-2	10	1313	-0.045
20	Nn1c(SCCOc2ccccc2)nnc1-c1cccnc1	1	-1	1	1	87	6	6	0	16	1611	.
21	CCOC(=O)C1CCCCN1Cc1cccc(F)c1 (centres undefined)	1	3	1	5	111	3	-2	1	-6	1512	-0.13
22	N#Cc1cnn(-c2nc3sc4c(c3c(=O)[nH]2)CCCC4)c1N	1	4	1.2	-21	87	0	-1	2	22	1654	.
23	Cn1c(=O)[nH]c(=O)c2c1nc(Sc1ncccn1)n2CCCc1ccccc1	1.1	6	1	-1	129	-1	-7	-1	-29	1534	-0.73
24	O=C(Cc1cccs1)NCC1CCCO1 (centres undefined)	1.1	2	1	-1	85	2	16	0	18	1449	.
25	Cc1cc(C)c(N2CCN(S(=O)(=O)N3CCCCCC3)CC2)c(C)c1	1	6	1	-4	105	2	3	-3	0	1560	.
26	CC1=CCC2C(=O)N(c3ccc4ccccc4n3)C(=O)C2C1 (centres undefined)	1	2	0.9	8	101	5	6	4	1	1391	.
27	COc1ccc(C(=O)N(CN2CCCC2=O)c2cc(C)on2)cc1OC	1	2	1	-2	97	1	-2	3	7	1552	.
28	O=C(NC1CCCCC1)C(c1ccncc1)N(C(=O)Cn1nnc(-c2cccs2)n1)C1CCCC1 (centres undefined)	1	8	1.4	-39	112	5	-2	-8	-12	1384	.
29	Cc1nc([N+](=O)[O-])c(Br)n1CC(=O)c1ccc(Br)cc1	1.1	-2	0.9	12	105	3	5	5	0	1329	-0.36
30	O=C(COC(=O)C1CC1)Nc1ncc(C(F)(F)F)cc1Cl	1	0	1	2	105	0	-5	2	3	1636	-0.28
31	C=C(C)c1cccc(C(C)(C)NC(=O)N(Cc2ccccc2)Cc2ccco2)c1	1	-3	0.8	19	104	4	7	-10	3	1480	-0.36
32	O=C(CN1CCOCC1)Nc1ccccc1-c1ccccc1	1	8	0.8	16	103	7	2	1	0	1760	-0.38
33	C=CCc1cccc2cc(C(=O)OCC(=O)c3ccccc3)c(=O)oc12	0.9	2	0.9	11	98	1	-1	-2	4	1424	.
34	CC(C)CNc1nnnc2c1sc1nc(N3CCOCC3)c3c(c12)CC(C)(C)SC3	1	0	1	-2	89	9	-4	8	24	1551	.
35	O=C(CCCN1C(=O)c2cccc3cccc(c23)C1=O)NC1CCS(=O)(=O)C1 (centres undefined)	1	8	1.1	-10	99	-6	-4	-2	7	1485	0.3
36	O=C(NCCCCCCNC(=O)c1ccc(Br)s1)c1ccc(Br)s1	1	-9	0.9	11	102	5	-11	1	1	2455*	.
37	Cc1cc2nc(C)c(=O)n(C)c2cc1C	1	-2	1	-1	88	-1	-4	2	16	1486	-1.1
38	CCOC(=O)c1c(NC(C)=O)sc2c(OC(C)=O)cccc12	1	-6	0.9	14	97	8	0	-9	10	1504	0.96
39	O=C1OC(c2ccccc2)c2ccccc21 (centres undefined)	1	8	0.9	10	102	4	-8	-4	-2	1514	-0.87
40	Cc1ccc(NC(=O)CSc2nnc(-c3cnccn3)n2Cc2ccco2)cc1	1.1	3	0.8	15	104	3	-8	6	0	1464	.

Rewritten in transposed form: part of the list above
#30 O=C(COC(=O)C1CC1)Nc1ncc(C(F)(F)F)cc1Cl
#31 C=C(C)c1cccc(C(C)(C)NC(=O)N(Cc2ccccc2)Cc2ccco2)c1
#32 O=C(CN1CCOCC1)Nc1ccccc1-c1ccccc1
#33 C=CCc1cccc2cc(C(=O)OCC(=O)c3ccccc3)c(=O)oc12
#34 CC(C)CNc1nnnc2c1sc1nc(N3CCOCC3)c3c(c12)CC(C)(C)SC3
#35 O=C(CCCN1C(=O)c2cccc3cccc(c23)C1=O)NC1CCS(=O)(=O)C1 (centres undefined)
#36 O=C(NCCCCCCNC(=O)c1ccc(Br)s1)c1ccc(Br)s1
#37 Cc1cc2nc(C)c(=O)n(C)c2cc1C
compound no.	30	31	32	33	34	35	36	37
TNAP act hi DEA	1	1	1	0.9	1	1	1	1
PPARg SRC-1 ag	0	-3	8	2	0	8	-9	-2
bIAP activator	1	0.8	0.8	0.9	1	1.1	0.9	1
bIAP inh	2	19	16	11	-2	-10	11	-1
STAT3 activator	105	104	103	98	89	99	102	88
PPARg SRC2 recr	0	4	7	1	9	-6	5	-1
STAT1 inh	-5	7	2	-1	-4	-4	-11	-4
PPARg SRC-3 ag	2	-10	1	-2	8	-2	1	2
STAT3 blocker	3	3	0	4	24	7	1	16
SRC2 TRFRET art	1636	1480	1760	1424	1551	1485	2455*	1486
ROMK mod	-0.28	-0.36	-0.38	.	.	0.3	.	-1.1

Further structures.
No.	SMILES	TNAP act hi DEA	PPARg SRC-1 ag	bIAP activator	bIAP inh	STAT3 activator	PPARg SRC2 recr	STAT1 inh	PPARg SRC-3 ag	STAT3 blocker	SRC2 TRFRET art	ROMK mod
41	Cc1ccc(C(=O)/C=C/N(C)C)o1	1.1	1	0.9	5	99	3	-7	2	6	1594	-0.14
42	N/C(=N\OC(=O)c1ccc2ccccc2c1)c1ccc(Br)cc1	1	2	1	2	97	4	-6	3	4	1542	0.47
43	CCc1nc(SCc2ccc(Cl)cc2)n[nH]1	1	-2	1.1	-11	98	2	-19	4	10	1469	0.25
44	O=C(NCc1ccncc1)C(=O)NCC(c1ccco1)N1CCN(c2ccccc2F)CC1 (centres undefined)	1	8	1	4	98	-6	-7	4	0	1716	0.29
45	COC(=O)C1=C(C)NC(=S)N(C(C)=O)C1c1ccccc1 (centres undefined)	1	-4	0.9	9	97	2	11	-8	5	1530	-0.19
46	CC(=O)Nc1ccc(-c2csc(NNC(=O)c3ccc(C)cc3)n2)cc1	1	11	1	1	97	4	4	3	14	1666	-1.3
47	COc1ccc(CCNC(=O)COC(=O)c2cc(OC)c(OC)cc2OC)cc1OC	1	-1	1	-2	101	2	1	0	4	1471	-0.66
48	Cc1cnc(C(=O)OCC(=O)Nc2ccc(Cl)cc2Cl)cn1	1	5	1	1	102	1	-1	6	0	1629	0.16
49	COc1ccc(NC(=O)C2OCCc3ccccc32)c(OC)c1 (centres undefined)	1	-2	1	3	104	2	3	-2	-3	1581	-0.55
50	O=C(/C=C/c1ccco1)NCc1ccccn1	1	9	1	1	102	0	-7	4	0	1700	-0.44
51	COc1ccc(OCC(=O)NNC(=O)c2ccc(-c3ccccc3)cc2)cc1	1	7	1	-4	95	8	-3	-2	8	1645	.
52	O=S1(=O)NC(=NCCOCCO)c2ccccc21	1	-3	1.1	-6	98	-1	0	-1	9	1559	0.67

Complete entries as entered above. Values in the order: TNAP act hi DEA, PPARg SRC-1 ag, bIAP activator, bIAP inh, STAT3 activator, PPARg SRC2 recr, STAT1 inh, PPARg SRC-3 ag, STAT3 blocker, SRC2 TRFRET art, ROMK mod
COc1ccc(CCNC(=O)COC(=O)c2cc(OC)c(OC)cc2OC)cc1OC is entered as 1, -1, 1, -2, 101, 2, 1, 0, 4, 1471, -0.66
O=C(NCc1ccncc1)C(=O)NCC(c1ccco1)N1CCN(c2ccccc2F)CC1 (centres undefined) is entered as 1, 8, 1, 4, 98, -6, -7, 4, 0, 1716, 0.29

High-throughput results deposited in PubChem by several laboratories.
